Assay outcomes from PubChem BioAssay.
Bim-Bcl-W – inhibitors of Bim binding to Bcl-W, primary screen, biochemical, multiplexed, bead-based flow cytometry. Bcl-2-like protein 2 (Homo sapiens), Q92843. Bim peptide-Bcl-W binding. inhibition, % at 10 µM. hit rate 0.02% among 190,000. AID 952, 2007;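 also: 0% = bound tracer without compound and 100% = peptide blocker; higher means less fluorescent Bim peptide bound to Bcl-W beads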
RGS8-Gao reg – RGS8-Galphao binding modulators, primary screen, biochemical, multiplexed bead flow cytometry; hit rate 0.34% among 220,000; response (percent of control binding), % at 10 µM; actives lie on both sides; Guanine nucleotide-binding protein G(o) subunit alpha (Homo sapiens), P09471; in the data active = response below about 60% or above about 140%; inactive = in between;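 also: Galphao activated as the GDP aluminium fluoride complex binding bead-coupled RGS8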
Target sequence (P09471 whole entry, looked up): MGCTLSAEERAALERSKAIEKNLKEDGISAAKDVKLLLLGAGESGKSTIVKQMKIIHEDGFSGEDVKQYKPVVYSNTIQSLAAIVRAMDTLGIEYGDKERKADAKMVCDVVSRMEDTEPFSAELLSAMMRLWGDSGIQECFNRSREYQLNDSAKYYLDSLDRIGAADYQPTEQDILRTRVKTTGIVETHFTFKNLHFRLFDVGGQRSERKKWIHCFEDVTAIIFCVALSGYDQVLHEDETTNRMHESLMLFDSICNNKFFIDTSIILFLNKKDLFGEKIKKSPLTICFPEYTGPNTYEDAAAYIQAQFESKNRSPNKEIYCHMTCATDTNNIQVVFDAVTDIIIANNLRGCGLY
ABCB1 inh – ABCB1 efflux pump inhibitors, primary screen, cell-based, multiplex, flow cytometry, ABCG2 counter-screen; ATP-dependent translocase ABCB1 (Homo sapiens), P08183; CCRF-Adr cells, JC-1 efflux; inhibition, % at 6.6 µM; hit rate 0.067% among 190,000; AID 1326, 2008; in the data active = inhibition above about 40%;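 also: 0% = vehicle and 100% = reference inhibitor; higher value means more JC-1 retained so stronger ABCB1 efflux block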
Bim-Bcl-2 – inhibitors of Bim-Bcl-2 binding, primary screen, biochemical, multiplexed, human Bcl-2 family; Bead-based flow cytometry, Bim peptide-Bcl-2 binding; inhibition, % at 10 µM; hit rate 0.06% among 190,000; Apoptosis regulator Bcl-2 (Homo sapiens), P10415; in the data active = inhibition above about 40%; inconclusive = no clear call, values can overlap the other calls;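 also: 0% = no compound wells with probe peptide and 100% = reference peptide inhibitor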
Target sequence (P10415 whole entry, looked up): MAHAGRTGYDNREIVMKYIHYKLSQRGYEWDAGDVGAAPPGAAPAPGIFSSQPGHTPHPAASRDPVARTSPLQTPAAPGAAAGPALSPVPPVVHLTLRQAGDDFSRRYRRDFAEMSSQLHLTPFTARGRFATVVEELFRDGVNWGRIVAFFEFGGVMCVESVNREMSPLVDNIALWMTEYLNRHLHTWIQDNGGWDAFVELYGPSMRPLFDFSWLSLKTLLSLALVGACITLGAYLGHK
Bim-Bcl-B – inhibitors of Bim-Bcl-B binding, primary screen, biochemical, multiplexed, human Bcl-2 family. Bcl-2-like protein 10 (Homo sapiens), Q9HD36. hit rate 0.073% among 190,000. inhibition, % at 10 µM. bead-based flow cytometry, Bim peptide-Bcl-B binding;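 also: 0% = tracer peptide without compound and 100% = reference inhibitor peptide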
Target sequence (Q9HD36 whole entry, looked up): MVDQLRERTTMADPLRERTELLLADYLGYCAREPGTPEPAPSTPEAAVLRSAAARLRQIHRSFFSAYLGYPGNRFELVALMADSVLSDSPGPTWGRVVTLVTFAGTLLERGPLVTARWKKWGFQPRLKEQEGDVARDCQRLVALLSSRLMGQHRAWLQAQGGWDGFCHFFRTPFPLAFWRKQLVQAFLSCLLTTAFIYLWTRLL
RGS7-Gao – RGS7-Galphao binding modulators, primary screen, biochemical, multiplexed bead flow cytometry; Guanine nucleotide-binding protein G(o) subunit alpha (Homo sapiens), P09471; actives lie on both sides; binding response (% of control), % at 10 µM; hit rate 0.35% among 220,000; in the data active = binding response below about 49% or above about 150%; inconclusive = no clear call, values can overlap the other calls; inactive = in between;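 also: fluorescent Galphao held in activated GDP-AlF4 state binding bead-coupled RGS7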
ABCG2 block – ABCG2 efflux pump inhibitors, primary screen, multiplex with ABCB1, IgMXP3 cells, flow cytometry. inhibition, % at 6.6 µM. hit rate 0.1% among 190,000. JC-1 efflux. AID 1325, 2008. Broad substrate specificity ATP-binding cassette transporter ABCG2 (Homo sapiens), Q9UNQ0;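 active = inhibition above 80%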;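 also: 0% = DMSO and 100% = nicardipine control wells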
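test system = two drug-resistant human cell lines, ABCG2 and ABCB1 | amount = 3 million cells/mL final, two lines in 1:1 ratio | reagent = JC-1 transporter substrate | doses = one concentration, 6.6 µM final | incubation = 10 min at 25 °C | signal = flow cytometric JC-1 green MFI at 530 nm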
RGS4-Gao reg – modulators of RGS4 binding to Galphao, primary screen, biochemical, multiplexed bead flow cytometry | actives lie on both sides | binding response (% of control), % at 10 µM | hit rate 0.33% among 220,000; in the data active = binding response below about 49% or above about 150%; inactive = in between;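 also: fluorescent Galphao activated with aluminum fluoride binding bead-coupled RGS4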
Bcl-XL Bim block – inhibitors of Bim-Bcl-XL binding, primary screen, biochemical, multiplexed, bead flow cytometry, human Bcl-XL; Bim peptide-Bcl-XL binding, fluorescence; hit rate 0.04% among 190,000; inhibition, % at 10 µM; Bcl-2-like protein 1 (Homo sapiens), Q07817
Target sequence (Q07817 whole entry, looked up): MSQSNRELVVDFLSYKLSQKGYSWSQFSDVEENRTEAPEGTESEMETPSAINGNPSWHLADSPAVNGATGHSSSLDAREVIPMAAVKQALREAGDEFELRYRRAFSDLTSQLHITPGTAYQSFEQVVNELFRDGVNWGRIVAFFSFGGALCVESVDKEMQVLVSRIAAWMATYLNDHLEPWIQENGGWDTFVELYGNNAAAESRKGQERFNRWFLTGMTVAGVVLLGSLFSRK
GSH bead fluor – compound fluorescence on glutathione beads, profiling panel, artefact control, biophysical, 488/530 nm, flow cytometry. GSH beads flow cytometry, compound fluorescence 488/530 nm; hits give high values. fluorescence (KMESF) at 10 µM. hit rate 0.25% among 190,000. AID 1776, 2009; in the data active = fluorescence above about 89;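 also: glutathione beads carrying GST-tagged Bcl family fusion proteins plus one bare bead set; values are compound well signal with DMSO vehicle wells as background; inactives centre near 16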
Bfl-1 Bim block – inhibitors of Bim binding to Bfl-1, primary screen, biochemical, multiplexed, bead-based flow cytometry | Bim-Bfl-1 binding inhibition | inhibition, % at 10 µM | hit rate 0.12% among 190,000 | AID 1008, 2008;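 also: 0% = wells without compound plus tracer and 100% = blocker peptide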
An asterisk follows results filed as active; u = inconclusive; x = not tested or not shown. Rule as the data show it, unless noted: active = inhibition above about 40%.

| molecule | Bim-Bcl-W | RGS8-Gao reg | ABCB1 inh | Bim-Bcl-2 | Bim-Bcl-B | RGS7-Gao | ABCG2 block | RGS4-Gao reg | Bcl-XL Bim block | GSH bead fluor | Bfl-1 Bim block |
| --- | --- | --- | --- | --- | --- | --- | --- | --- | --- | --- | --- |
| ON=C1/C(=N\O)CC2(C/C1=N/O)OCCO2 | 0.0 | 100.9 | 0.1 | -10.0 | -8.0 | 98.7 | 0.2 | 98.2 | 2.0 | 23 | -14.0 |
| CS(=O)(=O)c1cnc(-c2cccnc2)nc1N | 0.0 | 100.1 | -0.3 | 0.0 | 1.0 | 100.6 | 2.0 | 103.0 | -2.0 | 18 | -1.0 |
| O=CN1CCN(C(C(=O)NC2CCCC2)c2cc3c(cc2[N+](=O)[O-])OCO3)CC1 (stereo not given) | -5.0 | 99.2 | 0.4 | -5.0 | -4.0 | u | 2.0 | 99.2 | -4.0 | 16 | -4.0 |
| COc1cccc(C(=O)Nc2ccc(N3CCCC3)cc2)c1 | 2.0 | 95.2 | 0.7 | -5.0 | -9.0 | 89.1 | 24.6 | 87.1 | -1.0 | 26 | -2.0 |
| O=C(COc1ncnc2c(Cl)cc(Cl)cc12)N1CCN(S(=O)(=O)c2ccccc2)CC1 | 0.0 | 102.5 | 0.2 | -9.0 | -3.0 | 101.2 | 0.0 | 98.8 | 0.0 | 46 | -8.0 |
| COCc1cc(C)n(CC(=O)OC)c(=O)c1C#N | 1.0 | 100.8 | 0.4 | 0.0 | -3.0 | 101.4 | -0.1 | 100.1 | -3.0 | 11 | 0.0 |
| CCn1c(SCC(=O)N2CCCc3ccccc32)nc2cccnc21 | -1.0 | 98.1 | 1.5 | -7.0 | -10.0 | 99.1 | 6.0 | 100.2 | -9.0 | 29 | -10.0 |
| C[C@@H](C(=O)Nc1nc2ccccc2s1)N1C(=O)C2CC=CCC2C1=O (stereo not given in full) | 0.0 | 115.0 | 0.8 | -1.0 | -2.0 | 116.8 | 10.3 | 114.9 | 0.0 | 12 | -1.0 |
| CCOC(=O)C1=C(CC)Nc2ccccc2N=C1NC(=O)c1cc(S(=O)(=O)N(C)C)ccc1Cl | -5.0 | 102.2 | 0.3 | -3.0 | -4.0 | 99.1 | 1.6 | 101.2 | -4.0 | 22 | 0.0 |
| COc1ccccc1N1CCN(C(=O)CSc2nnc(NC(=O)C3CCC3)s2)CC1 | 0.0 | 101.8 | 2.3 | -2.0 | -1.0 | 103.9 | 7.3 | 106.8 | -5.0 | 15 | 0.0 |
| Cc1ccc(-c2cnc3c(Cl)c(C)nn3c2)cc1 | 5.0 | 99.7 | 0.1 | 5.0 | 4.0 | 94.5 | 4.5 | 95.6 | 2.0 | 10 | 6.0 |
| CN(C)c1ccc(C(=O)NC2CCCc3ccccc32)cc1 (stereo not given) | -4.0 | 95.4 | 0.8 | 3.0 | -3.0 | 98.6 | 22.6 | 95.6 | -3.0 | 14 | 0.0 |
| CCc1ccc(OCCCC(=O)NCc2ccco2)cc1 | 2.0 | 99.1 | 0.9 | -1.0 | 0.0 | 96.2 | 1.5 | 100.6 | 0.0 | 21 | -3.0 |
| CCOC(=O)C1CCN(C(=O)CCn2c(=O)[nH]c3ccsc3c2=O)CC1 | -1.0 | 113.7 | 0.6 | -13.0 | -9.0 | 114.9 | -4.9 | 111.2 | -9.0 | 14 | -12.0 |
| CCOC(=O)Nc1ccc(OC)c([N+](=O)[O-])c1 | 0.0 | 104.0 | -0.1 | -2.0 | -1.0 | u | 2.6 | 104.7 | -1.0 | 15 | -6.0 |
| O=C(c1nc2ccccn2c1CNCC1OCCc2ccccc21)N1CCOCC1 (stereo not given) | 0.0 | 99.8 | 0.8 | -3.0 | 0.0 | 98.5 | 0.5 | 97.8 | 1.0 | 16 | -6.0 |
| CS(=O)(=O)c1ccccc1-c1nc(-c2cccc(Cl)c2)no1 | 0.0 | 100.5 | 0.1 | -3.0 | 0.0 | 102.1 | 1.9 | 101.5 | -1.0 | 18 | -2.0 |
| O=C1CC(=O)N(CCNc2ncc(C(F)(F)F)cc2Cl)C(=O)N1 | -4.0 | 96.8 | -0.1 | -6.0 | 0.0 | 98.3 | -0.3 | 98.6 | -2.0 | 21 | 0.0 |
| Cc1ccc(-c2cc(C(=O)OCn3nnc4ccccc4c3=O)c3ccccc3n2)cc1 | -2.0 | 101.9 | -5.0 | -4.0 | -2.0 | 98.9 | -22.5 | 101.1 | -2.0 | 21 | 0.0 |
| Cc1nc2ccccc2c(=O)n1/N=C/c1ccncc1 | -3.0 | x | -0.3 | -6.0 | -4.0 | 135.2 | -0.5 | 132.0 | -1.0 | 31 | -7.0 |
| C=CCn1cccc(C(=O)Nc2ccc(OCC)cc2)c1=O | -5.0 | 105.5 | 1.1 | 0.0 | -3.0 | 101.8 | 5.2 | 102.8 | -6.0 | 12 | -4.0 |
| Cc1ccc2c(CSc3nncs3)cc(=O)oc2c1 | 0.0 | 107.3 | -0.5 | 0.0 | 0.0 | 96.8 | -1.3 | 99.8 | 9.0 | 26 | -4.0 |
| NC(=O)C1CC(=O)N(c2ccc(OCC(=O)Nc3cccc(C(F)(F)F)c3)cc2)C1 (stereo not given) | 0.0 | 84.0 | 0.5 | 0.0 | 1.0 | 93.5 | 1.7 | 91.2 | -2.0 | 9 | 3.0 |
| CN(C)S(=O)(=O)c1cccc(NC(=S)Nc2ccc(Cl)cc2Cl)c1 | 2.0 | 98.7 | 0.0 | -3.0 | -6.0 | 102.0 | 0.0 | 96.9 | -5.0 | 10 | -12.0 |
| C(=N\n1cnnc1)/c1ccc2ncccc2c1 | -1.0 | 110.1 | -0.3 | -1.0 | -2.0 | 106.9 | -2.0 | 105.1 | 8.0 | 32 | 0.0 |
| CCOC(=O)C1(Cc2ccccc2)CCN(Cc2ccc3cc(NC(C)=O)ccc3n2)CC1 | -6.0 | 101.1 | 1.2 | -11.0 | -7.0 | 98.5 | 1.4 | 98.7 | -1.0 | 13 | -5.0 |
| Cc1cc(NC(=O)C2C3C(=O)N(Cc4ccc(Cl)cc4)C(C(=O)NCc4ccccc4)C34C=CC2(C)O4)no1 (stereo not given) | 2.0 | 100.5 | -0.1 | -7.0 | -3.0 | 98.6 | -0.3 | 102.5 | -3.0 | 36 | -12.0 |
| O=C(/C=C/N1CCN(Cc2ccccc2)CC1)C(F)(F)F | 0.0 | 101.7 | 0.1 | -3.0 | -2.0 | 105.4 | -1.1 | 106.2 | 0.0 | 17 | -7.0 |
| O=C(c1ccccc1)c1ccc2ccccc2n1 | 0.0 | 98.7 | -2.1 | -6.0 | -10.0 | 98.7 | 10.1 | 98.3 | -6.0 | 37 | -17.0 |
| CCC(C)(C)NC(=O)C1CCN(c2nc(OC)nc(OC)n2)CC1 | -3.0 | 96.8 | 0.6 | 1.0 | -1.0 | 91.6 | 7.3 | 91.4 | -3.0 | x | 0.0 |
| CSc1nc2ccc(S(N)(=O)=O)cc2s1 | -1.0 | 86.1 | -0.7 | 0.0 | -5.0 | 99.7 | -6.0 | 98.6 | -3.0 | 10 | 0.0 |
| CCOC(=O)c1cc(-c2cccs2)nc2onc(C)c12 | 0.0 | 95.5 | 0.5 | -3.0 | 0.0 | 91.8 | 2.8 | 94.2 | 0.0 | 22 | 0.0 |
| CCC(=O)N1CCCc2cc(S(=O)(=O)N3CCN(c4ncccn4)CC3)ccc21 | 10.0 | 103.0 | 1.3 | 10.0 | 8.0 | 98.7 | 2.2 | 99.3 | 6.0 | 19 | 2.0 |
| O=C(NCN1C(=O)C2C3C=CC(C3)C2C1=O)Nc1nccs1 (stereo not given) | 0.0 | 98.4 | 0.2 | -3.0 | -11.0 | 93.7 | 10.6 | 95.8 | -7.0 | 32 | -15.0 |
| Cc1ncc(CO)c(/C=N/NC(=S)Nc2cccc(Cl)c2)c1O | -2.0 | 99.3 | -1.0 | -2.0 | -22.0 | u | -3.3 | 98.4 | -7.0 | 18 | 8.0 |
| O=C(CCc1ccccc1)c1ccc2c(c1)OCCCO2 | -2.0 | 99.3 | 0.1 | -9.0 | -9.0 | 101.4 | 1.1 | 95.8 | -3.0 | 24 | -10.0 |
| Cc1nn(CC(=O)Nc2nnc(C(C)C)s2)c(=O)c2ccccc12 | 2.0 | 105.6 | 0.0 | -3.0 | 1.0 | 103.9 | -1.1 | 103.4 | 0.0 | 8 | -7.0 |
| COc1ccc(S(=O)(=O)N2CCCCCC2)cc1N | -3.0 | 101.7 | 3.5 | -7.0 | -5.0 | 95.7 | 3.3 | 101.9 | -5.0 | 13 | -8.0 |
| Cc1nc(SC2CC(=O)N(c3cc(Cl)cc(Cl)c3)C2=O)nc2c1CCCC2 (stereo not given) | 0.0 | 101.3 | 0.7 | -8.0 | -7.0 | 100.3 | 0.4 | 102.2 | -4.0 | 10 | -7.0 |
| C=CCn1c(N/N=C/c2ccc(O)cc2)nc2ccccc2c1=O | -1.0 | 98.2 | 0.2 | -4.0 | -2.0 | u | 14.4 | 95.0 | -2.0 | 16 | -5.0 |
| COc1ccc(C(=O)Nc2ccc(S(=O)(=O)N3CCCCC3C)cc2)c(OC)c1OC (stereo not given) | 4.0 | 98.7 | 3.8 | -11.0 | 1.0 | 99.3 | 71.2 | 99.1 | 1.0 | 28 | -14.0 |
| Cc1cccc(C)c1NC(=O)C1CCCNC1 (stereo not given) | -1.0 | 116.2 | 0.0 | -5.0 | -6.0 | 108.5 | -0.1 | 106.2 | -4.0 | 36 | -2.0 |
| Cc1ccc(C)c(NC(=O)c2ccccc2C(=O)c2ccccc2)c1 | -2.0 | 100.4 | 1.8 | 0.0 | -4.0 | 99.1 | 3.3 | 101.1 | -2.0 | 16 | -3.0 |

3 compounds out of the list, sorted by formula weight, rising:
| molecule | Bim-Bcl-W | RGS8-Gao reg | ABCB1 inh | Bim-Bcl-2 | Bim-Bcl-B | RGS7-Gao | ABCG2 block | RGS4-Gao reg | Bcl-XL Bim block | GSH bead fluor | Bfl-1 Bim block |
| --- | --- | --- | --- | --- | --- | --- | --- | --- | --- | --- | --- |
| CSc1nc2ccc(S(N)(=O)=O)cc2s1 | -1.0 | 86.1 | -0.7 | 0.0 | -5.0 | 99.7 | -6.0 | 98.6 | -3.0 | 10 | 0.0 |
| CCOC(=O)c1cc(-c2cccs2)nc2onc(C)c12 | 0.0 | 95.5 | 0.5 | -3.0 | 0.0 | 91.8 | 2.8 | 94.2 | 0.0 | 22 | 0.0 |
| CCC(C)(C)NC(=O)C1CCN(c2nc(OC)nc(OC)n2)CC1 | -3.0 | 96.8 | 0.6 | 1.0 | -1.0 | 91.6 | 7.3 | 91.4 | -3.0 | x | 0.0 |
